JMJD2C inh – blocks human GASC-1 demethylase activity; GST-JMJD2C(1-420) H3K9me3 demethylation, DELFIA europium; inhibition, % at 2.35 µM; hit rate 0.069% among 330,000; AID 2099;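 active = more than half of a compound's replicate wells show inhibition beyond 50%, single wells judged on their own value; inconclusive = some, but no more than half, of replicates pass 50% inhibition; inactive = no replicate passes 50% inhibition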;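 note: signal counts dimethyl H3K9 product captured on neutravidin plate; 0% = median of DMSO wells and 100% = 0.3 times that DMSO median; strong numbers were not always called active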
GRK2 aptamer HTS – human GRK2 inhibition via aptamer displacement; bead flow cytometry, FAM-aptamer displacement from GRK2; inhibition of aptamer binding, % at 10 µM; hit rate 0.59% among 330,000; AID 488847;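 active = inhibition of aptamer binding above 40%, roughly 3 SD of noise, on plates passing a quality check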;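 note: median bead fluorescence of bound FAM aptamer so fluorescent compounds give negative values; no value below 0 was filed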
MEP2 TOR yeast – yeast TOR pathway MEP2-GFP modulation; S. cerevisiae MEP2-GFP strain, flow cytometry GFP, 3 h; 100% = DMSO control level; GFP response vs DMSO, % at 10 µM; hit rate 0.51% among 330,000;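 active = GFP response versus DMSO above a set limit, roughly screen mean plus 3 SD, cut at about 180% in these data; inconclusive = fewer than 70 cells counted for a yeast strain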;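 note: median GFP fluorescence of the barcode-gated MEP2-GFP cells per well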
VLA-4 inh – inhibition in a human VLA-4 binding assay. P13612. VLA-4 expressing cells, ligand binding flow cytometry. inhibition, % (about 7 µM as worked out from the volumes in the protocol). hit rate 0.2% among 330,000. AID 2557; in the data active = inhibition above about 50%
Target sequence (P13612 whole entry, looked up): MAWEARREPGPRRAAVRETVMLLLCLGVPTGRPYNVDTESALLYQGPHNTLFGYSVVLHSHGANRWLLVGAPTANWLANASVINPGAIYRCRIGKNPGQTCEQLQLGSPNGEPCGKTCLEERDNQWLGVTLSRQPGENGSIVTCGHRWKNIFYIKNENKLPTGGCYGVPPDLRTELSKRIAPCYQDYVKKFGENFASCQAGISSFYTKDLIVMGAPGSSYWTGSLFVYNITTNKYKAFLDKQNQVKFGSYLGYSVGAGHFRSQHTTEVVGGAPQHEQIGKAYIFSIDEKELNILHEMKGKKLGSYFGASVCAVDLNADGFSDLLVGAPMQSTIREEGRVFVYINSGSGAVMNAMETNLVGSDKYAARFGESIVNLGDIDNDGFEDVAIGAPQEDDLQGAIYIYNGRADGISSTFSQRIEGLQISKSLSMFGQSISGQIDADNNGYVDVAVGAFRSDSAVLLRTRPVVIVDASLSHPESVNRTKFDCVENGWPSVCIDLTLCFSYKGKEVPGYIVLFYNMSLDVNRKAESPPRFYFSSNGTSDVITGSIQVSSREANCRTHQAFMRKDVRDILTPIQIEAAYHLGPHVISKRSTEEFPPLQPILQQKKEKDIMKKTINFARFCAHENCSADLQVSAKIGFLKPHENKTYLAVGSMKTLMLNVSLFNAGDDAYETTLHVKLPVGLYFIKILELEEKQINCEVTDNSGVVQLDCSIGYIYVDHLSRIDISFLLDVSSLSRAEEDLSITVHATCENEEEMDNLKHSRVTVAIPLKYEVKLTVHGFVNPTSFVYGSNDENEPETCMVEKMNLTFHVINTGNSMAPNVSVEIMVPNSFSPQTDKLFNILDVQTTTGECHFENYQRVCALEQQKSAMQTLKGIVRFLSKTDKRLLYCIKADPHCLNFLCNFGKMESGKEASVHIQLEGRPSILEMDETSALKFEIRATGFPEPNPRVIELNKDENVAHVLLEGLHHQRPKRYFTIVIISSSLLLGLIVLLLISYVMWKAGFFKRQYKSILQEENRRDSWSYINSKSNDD
AGP1-GFP MLPCN – alters AGP1-GFP fluorescence in TOR pathway yeast screen; S. cerevisiae AGP1-GFP multiplex flow cytometry, 3 h; GFP as percent of DMSO wells; GFP response vs DMSO, % at 10 µM; hit rate 0.02% among 320,000; AID 2066;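 active = GFP response relative to DMSO above a set limit, near screen average plus 3 SD, cut at about 150% in these data; inconclusive = fewer than 70 cells counted for the yeast strain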;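 note: median GFP channel fluorescence of the gated AGP1 strain per well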
CIT2 TOR yeast – modulators of TOR pathway CIT2-GFP in S. cerevisiae. S. cerevisiae CIT2-GFP strain, flow cytometry, 3 h; 100 means same as DMSO wells. GFP response vs DMSO, % at 10 µM. hit rate 0.065% among 320,000;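 active = GFP response relative to DMSO above a set limit, near the screen mean plus 3 SD, cut at about 150% in these data; inconclusive = Fewer than 70 cells measured for a yeast strain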;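 note: ratio of well median GFP fluorescence to mean of DMSO wells on the plate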
LAP4-GFP MLPCN – modulators of TOR pathway LAP4-GFP in S. cerevisiae. S. cerevisiae LAP4-GFP multiplex, flow cytometry GFP, 3 h; median GFP as percent of DMSO wells. GFP response vs DMSO, % at 10 µM. hit rate 0.34% among 320,000;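 active = GFP response vs DMSO above a set limit, about the screen mean plus 3 SD, cut at about 150% in these data; inconclusive = under 70 cell events counted for the yeast strain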
RPL19A-GFP yeast – yeast TOR pathway RPL19A-GFP modulation; hit rate 0.3% among 330,000; percent response vs DMSO, % at 10 µM; AID 2025; S. cerevisiae RPL19A-GFP strain, flow cytometry, 3 h; active compounds read low;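 active = percent response vs DMSO below 50%; inconclusive = fewer than 70 events counted for the yeast strain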;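 note: median channel GFP fluorescence of the barcoded RPL19A-GFP strain; ratio of sample median GFP to plate DMSO average so 100% = DMSO; lower means less RPL19A-GFP as with rapamycin TOR inhibition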
The depositor's hits bear a star; i = inactive; ? = inconclusive; . = not tested or not shown; [ ] = another dose, or the depositor's remark.

SMILES | JMJD2C inh | GRK2 aptamer HTS | MEP2 TOR yeast | VLA-4 inh | AGP1-GFP MLPCN | CIT2 TOR yeast | LAP4-GFP MLPCN | RPL19A-GFP yeast
Cc1cc(=O)oc2cc(NC(=O)C3CC(=O)N(Cc4ccccc4)C3)ccc12 (centres undefined) | 0 | 2 | 559*[may fluoresce violet] | 3 | 24[may fluoresce violet] | ? | 120[may fluoresce violet] | 56[may fluoresce violet]
COc1cc(C(=O)NCc2cccnc2)ccc1OCC(=O)Nc1cccc(C(F)(F)F)c1 | -25 | 0 | 101 | 18 | 96 | 89 | 99 | 101
Cc1ccc(S(=O)(=O)N(C)C)cc1NC(=O)C(C)NC(C)c1cccs1 (centres undefined) | -13 | 6 | 106 | 2 | 99 | 103 | 88 | 107
COc1ccc(N2CCN(C(=O)c3cc(C)oc3C)CC2)cc1 | 9 | 0 | 102 | -10 | 102 | 108 | 98 | 101
COc1ccc(CNC(=O)CSc2nc3c(oc4ccccc43)c(=O)n2CC2CCCO2)cc1 (centres undefined) | -5 | 0 | 96 | 21 | 105 | 109 | 106 | 98
CC1OC23CCCCC2C(C#N)(C(=N)O3)C1(C#N)C#N (centres undefined) | 4 | 1 | 96 | -2 | 99 | 95 | 104 | 95
O=C(CSc1nc2ccsc2c(=O)n1NC(=O)c1ccccc1)NCc1ccco1 | -2 | 0 | 109 | 10 | 111 | 119 | 104 | 104
CCC(c1nnc(SCC(=O)Nc2ccc(Cl)cc2C(F)(F)F)n1C1CCCCC1)N(C)C (centres undefined) | 0 | 0 | 107 | -6 | 106 | 107 | 101 | 107
COc1ccccc1N(CC(=O)NCc1ccccc1C)S(=O)(=O)c1ccc(C)cc1 | 20 | 2 | 206*[may fluoresce red and violet] | 9 | ? | ? | ? | ?
Cc1nn(C)c(C)c1NC(=O)COc1ccc(Cl)cc1Br | -4 | 0 | 101 | -5 | 95 | 97 | 100 | 96
CCCCCn1c(=O)c(-c2nc3ccccc3[nH]2)c(O)c2ccccc21 | -1 | 3 | 94 | -9 | 61 | 67 | 96 | 98
CCOc1cc(N2CCOCC2)c(OCC)cc1NC(=O)c1c(-c2ccccc2)noc1C | -4 | 2 | 98 | -4 | 107 | 103 | 106 | 104
CCOC(=O)N1CCN(C(=O)CNC(=O)c2nn(-c3ccc(OC)c(OC)c3)c(=O)c3ccccc23)CC1 | 29 | 0 | 106 | -17 | 102 | 106 | 102 | 105
Cn1c(=O)[nH]c(=O)c2c1ncn2CCN1CCCCC1 | -12 | 2 | 97 | -2 | 101 | 103 | 100 | 91
CSc1nnc(CNC(=O)C23CC4CC(CC(C4)C2)C3)n1Cc1ccccc1 | 6 | 0 | 114 | 6 | 109 | 113 | 112 | 108
O=C(Cn1nnc(-c2ccc(Cl)cc2)n1)NC1CCN(Cc2ccccc2)CC1 | -11 | 0 | 91 | 6 | 97 | 95 | 83 | 96
COc1ccc(NC(=O)C2CCN(C(=O)c3cccs3)CC2)cc1 | -2 | 0 | 94 | 18 | 97 | 96 | 82 | 98
COC(=O)c1ccc(NC(=O)CCN2C(=O)C3C4CCC(C4)C3C2=O)cc1 (centres undefined) | -6 | 0 | 101 | -16 | 100 | 104 | 94 | 106
COc1cc(OC)cc(C(=O)NC(C(=O)Nc2ccc3c(c2)CCC3)C(C)C)c1 (centres undefined) | -3 | 0 | 93 | 0 | 101 | 94 | 93 | 95
CC(=O)N(C(C)=O)n1c(/C=C/c2cccc([N+](=O)[O-])c2)nc2ccccc2c1=O | 1 | 0 | 96 | 7 | 100 | 102 | 95 | 99
FC(F)(F)c1ccc(N2CCN(Cc3ccc4c(c3)OCO4)CC2)nc1 | -5 | 4 | 106 | 13 | 98 | 95 | 94 | 94
CCS(=O)(=O)n1nc(-c2ccc(C)cc2)nc1N | 1 | 1 | 90 | 4 | 113 | 92 | 88 | 97
Cc1ccc2nc(CSc3nnc(Nc4ccccc4F)s3)cc(=O)n2c1 | -14 | 0 | 103 | -1 | 100 | 104 | 110 | 101
CC[n+]1c(/C=C/Nc2ccccc2)sc2ccccc21 | -27 | 30 | 108 | -319 | 98 | . | 90 | 97
NC(=O)NCCCC(=O)OCC(=O)c1ccc2ccccc2c1 | -4 | 0 | 97 | 10 | 91 | 86 | 94 | 94
COc1ccccc1C(C)NS(=O)(=O)c1ccc(Cl)nc1 (centres undefined) | -2 | 1 | 100 | 9 | 105 | 94 | 102 | 96
COc1cccc(/C=C(/C#N)c2ccc(Cl)cc2)c1OCc1cccc(C(=O)O)c1 | 3 | 2 | 95 | 37 | 98 | 96 | 101 | 99
O=S(=O)(NC1CC2CCC1C2)c1ccc(Br)cc1 (centres undefined) | -11 | 0 | 100 | 8 | 100 | 83 | 123 | 113
O=C(Cn1cc2c(n1)CCCCC2)NCc1ccccc1 | -7 | 0 | 113 | 3 | 111 | 113 | 113 | 107
CC1(C(=O)O)CCC(C(=O)NC2CCCCCC2)C1(C)C (centres undefined) | 2 | 0 | 99 | 0 | 100 | 96 | 101 | 97
C=CCNC(=S)Nc1ccc(C)c(S(=O)(=O)N2CCCCC2)c1 | -3 | 1 | 91 | 19 | 92 | 93 | 96 | 90
CCc1[nH]c(=O)c(C#N)c2c1CCCC2 | 6 | 7 | 108 | 9 | 96 | 105 | 94 | 102
CC(C)[C@H](NC(=O)[C@@H]1Cc2c([nH]c3ccccc23)C2c3ccccc3C(=O)N21)C(=O)NCC1CCCO1 (some centres undefined) | i | 1 | 105 | 27 | 105 | 101 | 105 | 99
CN(C)C(=O)Nc1ccccc1CC[N+](=O)[O-] | 0 | 0 | 97 | -3 | 104 | 95 | 95 | 106
COc1ccc(Cl)cc1NC(=O)NC(C)C | -6 | 2 | 104 | -62 | 98 | 94 | 117 | 98
c1ccc(CCn2nnnc2CN2CCc3ccccc32)cc1 | 17 | 0 | 91 | 0 | 94 | 88 | 97 | 97
O=C(NCc1ccco1)C1CN(S(=O)(=O)c2ccccc2)CCN1S(=O)(=O)c1ccccc1 (centres undefined) | -8 | 1 | 94 | 2 | 100 | 89 | 101 | 96
O=C(NCc1cccc(F)c1)c1noc2c1CCCC2 | 1 | 3 | 108 | -9 | 101 | 98 | 101 | 98
COc1ccc(OC)c(/C=N/NC(=S)NCCc2ccccc2)c1 | 1 | 0 | 104 | -3 | 91 | 92 | 92 | 99
CC(=O)Nc1ccc(OCC(=O)c2ccc(C)cc2C)cc1 | -1 | 0 | 97 | -1 | . | 85 | 102 | 89
COc1cc(OC)c(NC(=O)c2ccco2)cc1Cl | ? | 0 | 97 | 5 | 90 | 94 | 105 | 97
CCc1nc2ccccc2c(C(=O)Nc2cccc(C)c2)c1C | 1 | 1 | 116 | 13 | 99 | 98 | 103 | 98
CN(c1nnc(N)s1)C1CCCCC1 | -1 | 2 | 99 | -10 | 104 | 98 | 99 | 102
Cc1ccc(-c2nn(CC(=O)O)c(=O)c3ccccc23)cc1 | 24 | 1 | 109 | 9 | 116 | . | 123 | 114
COc1ccc(-n2nc(C(=O)NCC(=O)NC3CCCCC3)c3ccccc3c2=O)c(OC)c1 | -2 | 5 | 94 | 5 | 110 | 103 | 99 | 100
O=C(NNS(=O)(=O)c1ccccc1)c1ccc([N+](=O)[O-])cc1 | -1 | 0 | 103 | 10 | 105 | 112 | 85 | 107
O=c1c2ccccc2n2nnnc2n1-c1ccccc1 | -32 | 2 | 97 | 0 | 89 | 106 | 90 | 102
O=C1C(=Cc2ccco2)C(=O)c2ccccc21 | 1 | 5 | 67 | -1 | 88 | 95 | 74 | 95
CC(=O)c1c(C)[nH]c(C(=O)CSc2nnc(N)s2)c1C | -1 | 0 | 101 | 7 | 103 | . | 97 | 100
Cc1ccc([N+](=O)[O-])cc1NC(=O)Nc1ccc(S(N)(=O)=O)cc1 | 2 | 0 | 106 | 4 | 105 | 106 | 101 | 107
O=C(NCC(F)(F)F)Nc1ncccn1 | 75 | 0 | 91 | 7 | 86 | 83 | . | 88
CC(=O)N1[C@H](Cc2ccccc2)C=C[C@]1(C)C(=O)NCc1ccc(C)o1 | -2 | 1 | 86 | 12 | 86 | 87 | 116 | 98
Cc1cc([N+](=O)[O-])nn1CC(=O)Nc1ccc(Cc2ccncc2)cc1 | -2 | 2 | 112 | -3 | 108 | 101 | 96 | 105
CCc1cccc(N(C(=O)c2csnn2)C(C(=O)NC(C)(C)C)c2ccncc2)c1 (centres undefined) | -8 | 2 | 105 | 5 | 101 | 94 | 98 | 103
Cc1ccsc1C(=O)N1CCCC(N(C)Cc2ccccc2)C1 (centres undefined) | -1 | 3 | 110 | -8 | 99 | 104 | 92 | 107
CCN1CCN(C(CNS(=O)(=O)c2ccc(Br)cc2)c2cccnc2)CC1 (centres undefined) | 14 | 0 | 99 | -14 | 101 | 105 | 104 | 99
COc1ccc2[nH]c3c(c2c1)CCN1C(=O)N([C@@H](C)C(=O)NC2CC2)C(=O)[C@]31C | 119 | 3 | 109 | 0 | 108 | 100 | 101 | 101
Cn1c(CCN2CCCC2)nc2cc(NS(=O)(=O)c3ccc(Cl)cc3)ccc21 | 0 | 0 | 90 | -4 | 89 | 94 | 80 | 91
COc1ccc2c(Cl)c(-c3nnc4n3CCCCC4)sc2c1 | -2 | 2 | 115 | 7 | 104 | 107 | 125 | 111
COc1cc(C)c(Cl)cc1S(=O)(=O)NCCN1CCOCC1 | -2 | 0 | 102 | -1 | 98 | 97 | 103 | 98

Remaining list, next part
SMILES | JMJD2C inh | GRK2 aptamer HTS | MEP2 TOR yeast | VLA-4 inh | AGP1-GFP MLPCN | CIT2 TOR yeast | LAP4-GFP MLPCN | RPL19A-GFP yeast
CC(C)Nc1nc(NC(C)C)nc(N(C)n2cnnc2)n1 | 1 | 1 | 105 | 5 | 105 | 105 | 99 | 98
Cc1ccc(N(CC(O)Cn2nc(C)cc2C)S(=O)(=O)c2ccc3ccccc3c2)cc1 (centres undefined) | 1 | 0 | 104 | 11 | 100 | 95 | 99 | 103
COc1ccc(OCc2n[nH]c(=S)n2-c2ccc(C)cc2)cc1 | 2 | 0 | 101 | 11 | 102 | 98 | 93 | 103
Cc1cccc(Oc2cc(N)cc([N+](=O)[O-])c2)c1 | 2 | 0 | 92 | -20 | 97 | 105 | 90 | 100
Cc1ccc(N2CCN(c3cc(C)nc4nc(C)nn34)CC2)c(C)c1 | 6 | 2 | 95 | -7 | 95 | 87 | 96 | 95
O=C(CNS(=O)(=O)c1ccc(F)cc1)N1CCN(c2ccc(F)cc2)CC1 | ? | 3 | 107 | -6 | 97 | 97 | 101 | 95
CCOC(=O)N1CCN(C(=O)N2CCOCC2)CC1 | ? | 0 | 99 | 16 | 103 | 97 | 99 | 102
O=C(Nc1ccc(NC(=O)c2cccnc2)cc1)c1ccccc1 | -38 | 0 | 81 | 5 | 89 | 98 | 74 | 92
Cc1ccc2sc(NNC(=O)C3COc4ccccc4O3)nc2c1C (centres undefined) | . | 0 | 88 | -11 | 91 | 84 | 88 | 102
CC(Sc1nnc(-c2ccccc2F)n1C1CC1)C(N)=O (centres undefined) | -3 | 0 | 97 | 2 | 95 | 89 | 84 | 99
CSc1cccc(NC(=S)N(CCC(C)C)C(C)c2ccncc2)c1 (centres undefined) | -8 | 0 | 102 | -2 | 110 | 107 | 107 | 100

High-throughput results deposited in PubChem by several laboratories.
